NPC1 prom act: qHTS Assay for NPC1 Promoter Activators; Huh7 NPC1 promoter luciferase reporter, 24 h; Potency, µM (series often up to 9.22 µM), for the others: at the top dose activation, hits mostly activators; 2.4% of 320,000 active; AID 485313, 2010;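 also: potency is read from the fitted curve at half-maximal effect; % of control where 0% means no effect; nearly all actives have a fitted effect of over 60% in size; reporter is driven by a mutant NPC1 promoter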
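Cells: Huh7 expressing luciferase under the NPC1 promoter, 1500/well. Seeded 2 h, compound added, incubated 24 h at 37 °C. Luciferase reagent, 10 min ambient, then luminescence.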
Rab9 prom act: qHTS Assay for Rab9 Promoter Activators; Huh7 Rab9 promoter-luciferase reporter, luminescence, 24 h; Potency, µM (doses to about 9.22 µM), for inactives: at the top dose activation, negative = inhibition, hits mostly activators; 2.8% of 320,000 active; AID 485297, 2010; also: potency is read from the fitted curve at half-maximal effect; % of control where 0% means no effect; nearly all actives have a fitted effect of over 60% in size
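Rab9 promoter-driven luciferase in stably transfected Huh7 cells; 1500 cells/well rested 2 h, exposed to compound in DMSO for 24 h at 37 °C, 5% CO2. Luminescence read 10 min after adding luciferase reagent at ambient temperature.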
Coupling enz: qHTS Assay for Inhibitors of Fructose-1,6-bisphosphate Aldolase from Giardia Lamblia: Coupling assay counterscreen; coupling enzyme system counterscreen, AmpLite Red fluorescence; activity change, negative = inhibition, % at 58.2 µM, hits read low; 0.67% of 290,000 active; AID 2472, 2010; in the data active = activity change below about -30%; also: % is scaled to controls: 0 for no effect and ±100 for the full control effect
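Activity here indicates interference with the coupling reaction, not aldolase inhibition. Compounds at 57.5 uM final met coupling enzymes for 10 min at RT; substrate and AmpLite Red detection followed, with a 525/598 nm fluorescence read after 20 min.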
Tb PFK block: qHTS Assay to Find Inhibitors of T. brucei phosphofructokinase | ATP-dependent 6-phosphofructokinase (Trypanosoma brucei brucei), O15648 | T. brucei PFK, ADP-Glo luminescence | Potency, µM (titrated, usually from 57.5 µM), inactives show top-dose activity, negative = inhibition, most hits filed as inhibitors | AID 485367, 2010 | 0.17% of 330,000 active;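 also: potency is read from the fitted curve at half-maximal effect; 0% = uninhibited 1x PFK enzyme wells and -100% = no-enzyme wells; nearly all actives have a fitted effect of over 60% in size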
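Luminescent ADP detection (ADP-Glo, two-step: ATP depletion then ADP-to-ATP conversion for luciferase) reported PFK activity after 45 min room-temperature reaction of 1.25 nM enzyme with 0.5 mM F6P and 0.1 mM ATP at pH 8.0.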
KCNH2 3.1 inh: qHTS for Inhibitors of KCHN2 3.1: Mutant qHTS; Potassium voltage-gated channel subfamily H member 2, brain isoform KCNH2 3.1 (human); U2OS KCNH2 3.1, thallium flux FluxOr; stronger effect = lower value; activity change, % (tested at about 1.8 µM); 0.95% of 340,000 active;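 active = maximum activity change below -70%; inconclusive = maximum activity change from -70% to -50%; inactive = maximum activity change above -50%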;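 also: thallium influx rate constant from kinetic fluorescence after stimulation buffer; % is scaled to controls: 0 for no effect and ±100 for the full control effect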
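We transduce U2OS cells with the mutant 3.1 virus, culture them overnight, load FluxOr with Red40 quencher for 45 min, then add stimulation buffer and read kinetically for 2 min to derive a normalized rate constant.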
Giardia kill: Small Molecules that selectively kill Giardia lamblia: qHTS. Giardia lamblia trophozoite viability. activity change, % at 7.66 µM, hits read low. 0.15% of 340,000 active; in the data active = activity change below about -80%; inconclusive = between about -30% and that limit;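 also: parasites exposed to compound for two days anaerobically before the ATP read; % is scaled to controls: 0 for no effect and ±100 for the full control effect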
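Viability, read as ATP luminescence: trophozoites at 100 cells/well, compound added, 48 hrs anaerobic at 37 deg C, then 15-30 min room-temperature development before reading.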
FLuc modulator: qHTS profiling assay for firefly luciferase inhibitor/activator using purifed enzyme and Km concentrations of substrates (counterscreen for miR-21 project) | Luciferin 4-monooxygenase (Photinus pyralis), P08659 | purified FLuc, Km substrates, luminescence inhibition | Potency, µM (top dose mostly 57.5 µM), for the others: at the top dose activity change, negative = inhibition, actives largely listed as inhibitors | 6.9% of 360,000 active;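 also: potency is read from the fitted curve at half-maximal effect; plate controls were vehicle for no effect and reference inhibitor for full effect; nearly all actives have a fitted effect of over 55% in size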
Target sequence (P08659 whole entry, looked up): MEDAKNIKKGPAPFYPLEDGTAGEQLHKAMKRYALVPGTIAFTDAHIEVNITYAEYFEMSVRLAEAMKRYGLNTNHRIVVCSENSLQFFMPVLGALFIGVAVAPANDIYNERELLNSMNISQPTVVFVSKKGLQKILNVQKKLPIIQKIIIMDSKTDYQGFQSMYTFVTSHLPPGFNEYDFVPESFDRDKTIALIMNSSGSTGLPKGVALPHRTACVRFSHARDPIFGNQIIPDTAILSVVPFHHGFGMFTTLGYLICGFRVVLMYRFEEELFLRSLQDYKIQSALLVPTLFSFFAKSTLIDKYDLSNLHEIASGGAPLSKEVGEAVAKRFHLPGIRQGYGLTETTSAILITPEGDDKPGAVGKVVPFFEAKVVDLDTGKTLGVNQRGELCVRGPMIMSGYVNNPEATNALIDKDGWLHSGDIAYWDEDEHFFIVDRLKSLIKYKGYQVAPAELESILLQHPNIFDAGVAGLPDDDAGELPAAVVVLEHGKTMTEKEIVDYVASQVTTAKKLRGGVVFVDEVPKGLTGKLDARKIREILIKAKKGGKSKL
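Biochemical qHTS of compounds, final roughly 60 µM downward over six points, against 10 nM purified firefly luciferase using Km concentrations of substrates (10 uM D-luciferin, 10 uM ATP) in Tris acetate pH 7.5 buffer; luminescence output.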
uPA surface inh: qHTS for Inhibitors of Cell Surface uPA Generation; 0.31% of 330,000 active; cell surface uPA generation assay, qHTS; Potency, µM (series often up to 38.3 µM), for inactives: top-dose activity change, negative = inhibition, most hits filed as inhibitors; active = well fitted inhibition curve with a large enough effect; inconclusive = small, poorly fitted or top-dose-only effect; inactive = no such curve, though single readings can be large or run the other way; tested in mouse RAW 264.7 cells; also: potency is read from the fitted curve at half-maximal effect; % is scaled to controls: 0 for no effect and ±100 for the full control effect; nearly all actives have a fitted effect of over 55% in size
VP16 counter: VP16 counterscreen qHTS for inhibitors of ROR gamma transcriptional activity; Drosophila S2 Gal4-VP16 UAS-luciferase, luminescence, 20 h; Potency, µM (doses to about 53.6 µM), inactives show at the highest dose activity, negative = inhibition, usual class: inhibitors; 3.5% of 310,000 active;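 also: Gal4-VP16 expression switched on by copper sulfate through the metallothionein promoter; potency is read from the fitted curve at half-maximal effect; % is scaled to controls: 0 for no effect and ±100 for the full control effect; nearly all actives have a fitted effect of over 50% in size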
RORg inh: qHTS for inhibitors of ROR gamma transcriptional activity; Drosophila S2 Gal4-RORgamma UAS-luciferase reporter, 20 h; Potency, µM (highest dose often 53.6 µM), for inactives: at the top dose activity change, negative = inhibition, most hits filed as inhibitors; 5.4% of 310,000 active; AID 2551, 2010; also: potency is read from the fitted curve at half-maximal effect; % is scaled to controls: 0 for no effect and ±100 for the full control effect; nearly all actives have a fitted effect of over 60% in size
Target sequence (P51450 whole entry, looked up, the tested form may be a part): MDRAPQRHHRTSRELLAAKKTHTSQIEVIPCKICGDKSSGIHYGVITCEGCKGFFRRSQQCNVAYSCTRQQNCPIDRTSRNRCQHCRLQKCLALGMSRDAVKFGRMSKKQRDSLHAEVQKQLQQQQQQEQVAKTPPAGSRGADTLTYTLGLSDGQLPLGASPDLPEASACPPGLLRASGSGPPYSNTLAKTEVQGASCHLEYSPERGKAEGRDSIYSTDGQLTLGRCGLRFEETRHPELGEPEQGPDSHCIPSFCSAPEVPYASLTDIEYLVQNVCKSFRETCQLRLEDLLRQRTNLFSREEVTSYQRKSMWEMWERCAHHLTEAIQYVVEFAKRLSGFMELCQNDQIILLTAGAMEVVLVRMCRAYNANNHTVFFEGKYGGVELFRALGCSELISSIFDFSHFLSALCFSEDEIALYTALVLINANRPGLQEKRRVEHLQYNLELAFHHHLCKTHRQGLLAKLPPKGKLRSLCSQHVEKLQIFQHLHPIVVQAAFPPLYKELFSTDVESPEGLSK
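A Gal4/UAS one-hybrid system in insect cells: metallothionein-promoter Gal4–ROR gamma fusion plus Photinus luciferase reporter. Copper sulfate 700 uM final, 20 hr ambient incubation, luminescent detection after 10 min with reagent.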
ELG1 genotox: qHTS screen for small molecules that induce genotoxicity in human embryonic kidney (HEK293T) cells expressing luciferase-tagged ELG1; AID 504466, 2011; Potency, µM (series often up to 46 µM), for the others: at the highest dose activity change, positive = activation, actives largely listed as activators; HEK293T ELG1-luciferase reporter, luminescence, 16 h; 1.3% of 330,000 active; also: potency is read from the fitted curve at half-maximal effect; % of control where 0% means no effect; nearly all actives have a fitted effect of over 60% in size
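Screening used a luciferase reporter fused to human ELG1 in HEK293T cells. Luminescence was read on a CCD plate imager after 16 hr exposure and 30 min ONE-Glo incubation.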
Numbers without * were called inactive; ? = inconclusive; . = no result given; & = joins results of further samples; [ ] = dose if it differs, or a comment. Unless noted, calls follow the shape of the dose curve; as a rule, active = well fitted curve in the direction sought with a large enough effect; inconclusive = small, poorly fitted or top-dose-only effect, or another doubt; inactive = no such curve, though single readings can be large; an effect the other way counts as inactive or inconclusive.

SMILES	NPC1 prom act	Rab9 prom act	Coupling enz	Tb PFK block	KCNH2 3.1 inh	Giardia kill	FLuc modulator	uPA surface inh	VP16 counter	RORg inh	ELG1 genotox
COc1ccc(C)cc1NC(=O)C1COc2ccccc2O1 (stereo not given)	16%	?	-1	4%	-3	3	?	5%	11%	38%	10%
CC1CC(C)CN(C(=O)CN2C(=O)NC(c3ccccc3)(c3ccccc3)C2=O)C1 (stereo not given)	-7%	6%	.	0%	-11	-29	2%	30%	.	.	1%
COc1ccc(-n2c(CCc3ccccc3)nnc2SCC(=O)c2ccccc2)cc1	0%	1%	-1	0%	-8	28	1%	0%	-22%	-52%	0%
O=C(CSc1nnc(Cc2ccccc2)o1)NCc1ccco1	2%	-1%	0	-3%	-13	13	3%	4%	-1%	?	-2%
Cc1nc2ccccc2c(=O)n1CCCO	-2%	1%	2	-4%	2	7	3%	1%	5%	7%	-1%
C=CCn1c(SCc2ccccc2F)nc2cc(C(=O)O)ccc2c1=O	-5%	-1%	16	4%	1	9	3%	-1%	5%	19%	2%
Clc1cccc(NCc2ccccc2)n1	-2%	2%	1	-23%	-24	24	-13%	-11%	4%	18%	8%
CSCCC(NC(=O)c1ccccc1)C(=O)N/N=C(\C)Cc1ccccc1 (stereo not given)	0%	-1%	.	1%	-31	-27	1%	-5%	1%	13%	-6%
O=CN(Cc1ccco1)C1(C(=O)NC2CCCCC2)CCCCC1	-4%	7%	4	-10%	25	-22	-2%	3%	0%	6%	4%
Cc1cccnc1NC(N)=S	1%	1%	-5	-5%	6	-10	-5%	1%	-5%	-4%	1%
COc1ccc(C(=O)[C@H]2[C@H]3C(=O)N(c4ccccc4)C(=O)[C@H]3C3C=CC=NN32)cc1 (stereo not given in full)	-5%	-1%	-6	-5%	-23	-17	-9%	-2%	22%	-10%	1%
CCc1cc(C(=O)NNC(=S)Nc2cccc(C)c2)cs1	3.5µM*	3.2µM*	-1	4%	-5	9	3.4µM*	-1%	-11%	?	13%
Cc1cccc(NS(=O)(=O)c2cc(C(=O)N3CCN(C)CC3)ccc2C)c1	-1%	7%	3	1%	14	3	0%	.	-2%	7%	1%
COc1ccccc1C1C(C(C)=O)=C(C)N=c2s/c(=C\c3cc(OC)c(OC)c(OC)c3)c(=O)n21 (stereo not given)	-8%	-2%	0	-2%	-2	16	-2%	1%	-3%	9%	1%
COc1ccccc1-c1cc(N)n[nH]1	5%	5%	-1	2%	-2	-18	0%	7%	-3%	20%	-1%
O=C(N/N=C/c1ccccc1F)NC12CC3CC(CC(C3)C1)C2	?	9%[1.84 µM]	2	-11%	-1	-20	?	-2%	-16%	20%	16%
Cc1nc(-c2coc3cc(C)c(N=O)c(O)c3/c2=N\N)cs1	-3%	-4%	3	3%	-3	5	?	3%	-5%	-1%	3%
O=C(Nc1nnc(C2CC2)s1)c1ccc(Cl)c(S(=O)(=O)N2CCc3ccccc3C2)c1	-5%	-4%	12	3%	-2	4	0%	14%	?	?	-2%
Brc1ccc(/C=N/Nc2nncc(-c3ccccc3)n2)o1	23%	23%	3	-2%	.	.	4%	.	-6%	3.5µM*	1%
COc1ccc(CC(C)N2CCN(c3cccc(C(F)(F)F)c3)CC2)cc1OC (stereo not given)	-2%	1%	-2	0%	-44	15	1%	10%	-8%	-2%	-13%

Structures listed above printed as active in Rab9 prom act.
compound	Rab9 prom act	Tb PFK block	uPA surface inh
CCc1cc(C(=O)NNC(=S)Nc2cccc(C)c2)cs1	3.2µM*	4%	-1%

Remaining list, next part:
SMILES	NPC1 prom act	Rab9 prom act	Coupling enz	Tb PFK block	KCNH2 3.1 inh	Giardia kill	FLuc modulator	uPA surface inh	VP16 counter	RORg inh	ELG1 genotox
CCC1Sc2ccc(S(=O)(=O)CCC(=O)Nc3ccccc3Br)cc2NC1=O (stereo not given)	-1%	0%	2	-5%	-14	52[activator]	0%	-2%	-10%	10%	1%[9.26 µM]
COc1ccc(S(=O)(=O)N2CCCCC2)cc1NC(=O)c1cnc(C)cn1	-2%	-10%	.	0%	8	10	-2%	2%	.	.	-1%
O=C(Nc1nc(-c2cccc3ccccc23)cs1)c1cnccn1	4%	-2%	-1	-3%	-35	3	-20%	3%	?	14µM*	-1%
Cc1ccc(S(=O)(=O)N2CCOCC2)cc1C(=O)N1CCC(Cc2ccccc2)CC1	0%	0%	3	10%	3	3	-1%	-1%	3%	10%	-9%
Cc1[nH]nc(SCC(=O)N2CCCC2)c1[N+](=O)[O-]	7%	1%	-3	-6%	-21	?	-19%	6%	4%[10 µM]	5%	-1%
C=CC[C@H](CC(=O)NCCO)C(=O)N[C@@H](COC(=O)[C@@H](CC=C)Cc1ccc(F)cc1)Cc1c[nH]c2ccccc12	.	.	.	13%	-30	-9	.	-2%	.	.	-2%
CCc1ccc(S(=O)(=O)NCCc2cn3cccc(C)c3n2)s1	-4%	4%	4	1%	3	-16	1%	8%	-13%	20%	-1%
CCC(C)[C@H](NC(=O)N1CC(=O)Nc2ccccc21)C(=O)Nc1ccccc1C (stereo not given in full)	-11%	0%	.	1%	-26	-8	1%	9%	-1%	12%	1%
Cc1ccc(-c2nc3ccccn3c2NCc2ccc3c(c2)OCO3)cc1	?	?	-21	-3%	-92*	2	12µM*	-2%	-3%	-1%	3%
COc1cccc(C2=CC(c3ccc(N(C)C)cc3)n3nnnc3N2)c1 (stereo not given)	18%	21%	-3	0%	-11	-2	-10%	-6%	4%	-38%	-1%
C=CCNC(=O)C1CCN(S(=O)(=O)c2ccc3ccccc3c2)CC1	-6%	-4%	3	-1%	-4	19	-2%	-15%	.	.	-5%
CCn1c(SC(C)C(=O)NCC2CCCO2)nc2ccccc21 (stereo not given)	-2%	-5%	.	-5%	-5	2	-1%	-3%	.	.	1%
COc1ccc(C(=O)n2ccc(C)n2)cc1Br	-5%	-4%	0	0%	.	.	1%	.	0%	6%	-2%
Cc1ccc(C(=O)n2c3ccccc3c3ccccc32)cc1	-22%	-10%	-5	3%	-7	2	-17%	-10%	3%	33%	12%
Cc1c(OCC(=O)NC2CC(C)(C)NC(C)(C)C2)ccc2c1oc(=O)c1ccccc12	-4%	0%	-4	10%	22	5	-1%	2%	-7%	-12%	0%[9.26 µM]
CCCN1CCC(=O)N(CCSc2ccc(C)cc2)CC1	?	28%	2&2	2%	.	5&-18	?	?	?	7%&-1%	15%
COc1cccc(C(c2nnnn2Cc2ccco2)N2CCN(c3cccc(C)c3C)CC2)c1OC (stereo not given)	-8%	-2%	-6	6%	6	-2	0%	-4%	-1%	4%	-10%
CCOC(=O)c1sc(NC(=O)CNC(=O)Cn2cnc3sc(C)c(C)c3c2=O)nc1C	-3%	3%	1	-3%	-31	5	2%	0%	10%	-13%	0%
Brc1ccc(-c2csc(N3CCc4ccccc4C3)n2)cc1	0%	-7%	-6	-2%	-5	-1	?	3%	0%	-2%	0%
O=C(CN(C(=O)CCC(=O)Nc1nccs1)c1cccc(C(F)(F)F)c1)NCC1CCCO1 (stereo not given)	1%	-2%	-8	2%	11	1	-1%	1%	-2%	-27%	-2%
O=C(c1cc2cc(Cl)ccc2o1)N1CCCCCC1	?	4µM*	.	0%	-1	-20	2%	-2%	.	.	13%
CC1CCCCN1CCNC(=O)c1ccc2c(c1)N(Cc1ccccc1F)C(=O)c1ccccc1S2=O (stereo not given)	3%	-1%	13	-2%	8	-2	0%	?	-9%	-10%	2%
Cc1ccc(-c2nc(N/N=C/c3cccnc3)c3ccccc3n2)cc1	?	3.5µM*	-6	-3%	0	-4	0.12µM*	?	?	?	?
CCCNC(=O)C(=O)NCc1ccccn1	0%	-5%	-1	2%	-17	7	-2%	3%	-2%	-25%	3%
CCOC(=O)c1sc(NC(=O)C2CC(=O)N(c3ccc4c(c3)OCCO4)C2)nc1C (stereo not given)	-2%	-1%	.	1%	29	0	.	1%	.	.	1%
Cc1cnn(-c2cc(N/N=C/c3cccc(F)c3)ncn2)c1	8%	11%	0	1%	22	-8	-12%	2%	23%	31%	10%
Cc1cc(=O)oc2cc(NC(=O)CCOc3ccccc3)ccc12	23%	27%	-2	-5%	20	10	-2%	-1%	-8%	19%	?

Bioassay records as filed in PubChem.
